hIAP act – human IAP activation; purified human IAP, CDP-Star luminescence, 30 min; active compounds read high; 1 = vehicle-only enzyme, 0 = enzyme-free background; AID 2524; activation factor at 10 µM; P09923; hit rate 0.16% among 330,000;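 active = activation factor of the enzyme at least 2-fold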; also: the source names both 10 and 20 µM as test concentration; values of inactives mirror those of a sister screen read the other way
Target sequence (P09923 whole entry, looked up): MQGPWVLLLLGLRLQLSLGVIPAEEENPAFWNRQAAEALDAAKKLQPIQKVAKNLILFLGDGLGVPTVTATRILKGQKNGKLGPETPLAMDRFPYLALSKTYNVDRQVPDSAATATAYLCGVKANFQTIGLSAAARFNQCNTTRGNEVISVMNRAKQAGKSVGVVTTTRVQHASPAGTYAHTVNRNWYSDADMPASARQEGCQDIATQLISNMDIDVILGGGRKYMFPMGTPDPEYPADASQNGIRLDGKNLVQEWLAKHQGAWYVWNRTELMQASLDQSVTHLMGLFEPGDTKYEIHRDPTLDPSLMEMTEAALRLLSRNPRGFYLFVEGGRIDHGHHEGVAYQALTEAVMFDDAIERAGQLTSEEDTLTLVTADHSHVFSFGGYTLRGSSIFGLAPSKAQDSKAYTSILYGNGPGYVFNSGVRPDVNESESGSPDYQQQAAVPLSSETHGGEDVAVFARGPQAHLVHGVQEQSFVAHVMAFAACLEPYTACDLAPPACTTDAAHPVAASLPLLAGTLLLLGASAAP
hIAP inh – human IAP inhibition | AID 2544 | inhibition, % at 10 µM | P09923 | purified IAP, CDP-Star luminescence, 30 min | hit rate 0.12% among 330,000;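 active = inhibition reaching a set limit with compound at 10 µM in the primary screen, cut at about 35% in these data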;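 also: plate controls were DMSO wells with enzyme for no effect and no-enzyme buffer wells for full effect; values of inactives mirror those of a sister screen read the other way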
tim10-1 inh – tim10-1 yeast growth inhibition. inhibition, % at 20 µM. hit rate 2.2% among 330,000. AID 463190. S. cerevisiae tim10-1 ts strain growth, BacTiter-Glo, 24 h;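 active = inhibition of at least 40%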;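 also: mutant grown at 25 °C; 0% = DMSO wells with yeast and 100% = wells holding no yeast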
ATG4B inh – blocks human ATG4B protease cleavage of LC3 substrate | Q9Y4P1 | ATG4B cleavage of LC3-PLA2, NBD-HPC fluorescence, 1 h | inhibition, % at 8.33 µM | hit rate 0.51% among 340,000 | AID 504462; in the data active = inhibition above about 40%
Target sequence (Q9Y4P1 whole entry, looked up): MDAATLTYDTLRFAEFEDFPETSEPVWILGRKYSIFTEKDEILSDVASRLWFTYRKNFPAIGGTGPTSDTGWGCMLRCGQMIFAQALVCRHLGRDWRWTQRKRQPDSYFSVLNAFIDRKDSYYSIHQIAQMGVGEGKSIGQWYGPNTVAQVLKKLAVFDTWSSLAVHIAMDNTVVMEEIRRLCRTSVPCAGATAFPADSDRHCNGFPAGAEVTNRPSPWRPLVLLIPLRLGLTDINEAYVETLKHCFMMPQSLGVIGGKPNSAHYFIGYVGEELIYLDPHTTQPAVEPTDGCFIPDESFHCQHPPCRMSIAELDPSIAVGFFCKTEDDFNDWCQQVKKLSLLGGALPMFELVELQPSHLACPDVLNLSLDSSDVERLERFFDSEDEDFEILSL
NLRP3 yeast inh – inhibitors of NALP3 inflammasome in yeast. hit rate 0.39% among 330,000. AID 2825. inhibition, % at 10 µM. Yeast reconstituted NLRP3/ASC/caspase-1, beta-gal luminescence, 24 h;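 active = inhibition of 50% or more; inactive = inhibition below 50%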;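 also: plate controls were induced DMSO wells for no effect and uninduced yeast grown without galactose for full effect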
mIAP inh – blocks mouse intestinal alkaline phosphatase. AID 2806. hit rate 0.2% among 330,000. purified mouse IAP, CDP-Star luminescence, 30 min. inhibition, % at 10 µM;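 active = inhibition of at least 40% at 10 µM in the primary screen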;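 also: plate controls were DMSO with enzyme for no effect and no enzyme wells for full effect; values of inactives mirror those of a sister screen read the other way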
TIM10 inh – inhibits growth of TIM10 yeast strain; hit rate 1.4% among 330,000; S. cerevisiae TIM10 strain growth, BacTiter-Glo luminescence, 24 h; inhibition, % at 10 µM; AID 463195;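 active = inhibition of 40% or more at the single tested concentration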;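 also: wild-type TIM10 isogenic control strain grown at permissive 25 °C; 0% = DMSO yeast wells and 100% = minimal medium wells without yeast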
mIAP activ – increases mouse intestinal alkaline phosphatase activity; muIAP, CDP-Star luminescence, 30 min; active compounds read high; 1 = vehicle-only enzyme signal, 0 = enzyme-free wells; activation factor at 10 µM; hit rate 0.24% among 330,000; AID 2805;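 active = activation factor of at least 2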; also: the source names both 10 and 20 µM as test concentration; values of inactives mirror those of a sister screen read the other way
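System: Mouse IAP enzyme | Also added: CDP-Star substrate | Dosing: Compounds dispensed in DMSO | Schedule: 30 min enzyme-substrate-compound incubation at room temperature | Technique: Chemiluminescence readout | Control set: DMSO-only wells and no-enzyme negative control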
Apaf-1 inh – blocks human Apaf-1 apoptosome activity; reconstituted apoptosome caspase-3 activity, DEVD-Rh110 fluorescence; inhibition, % at 20 µM; hit rate 0.71% among 330,000; AID 489030; active = inhibition of at least 40% at 20 µM;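 also: plate controls were DMSO wells for no effect and DEVD-CHO caspase inhibitor wells for full effect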
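Material: reconstituted apoptosome with Apaf-1, cytochrome c, caspase-9, procaspase-3, dATP / Buffer or medium: pH 7.5 Hepes buffer with CHAPS, BSA, DTT / Also added: cytochrome c with DEVD-Rh110 / Schedule: compound with Apaf-1, dATP, procaspase-3 30 min, then 50 min reaction, room temperature / Technique: rhodamine 110 fluorescence at Ex 480/Em 540 nm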
* = called active by the depositor; & = joins results of further samples. Outcome played no part in choosing rows. About 4.5% of those tested had a hit in this group.

SMILES	hIAP act	hIAP inh	tim10-1 inh	ATG4B inh	NLRP3 yeast inh	mIAP inh	TIM10 inh	mIAP activ	Apaf-1 inh
COc1ccccc1NC(=O)CC1S/C(=N/N=C2\CCCc3ccccc32)NC1=O (stereo not given)	1	-2	37	24	3	6	10	0.94	13
O[C@@H](CNC[C@H](O)c1ccccc1)c1ccccc1	0.86	14	14	-5	16	-1	0	1	-10
COc1cccc(NC(=O)C2C3C=CC4(O3)C2C(=O)N(CCCN2CCC(C)CC2)C4C(=O)NC2CCCCC2)c1 (stereo not given)	1.1	-8	-22	-3	6	6	-5	0.94	3
Cc1cc(C)c(C)c(S(=O)(=O)N2CCC(C(=O)OCC(=O)N3c4ccccc4NC(=O)C3(C)C)CC2)c1C	0.97	3	11	-18	2	-14	10	1.1	24
O=C(COc1ccc(Cl)cc1Cl)NCCCN1CCOCC1	0.97	3	-56	3	24	6	-22	0.94	-6
O=S(=O)([N-]c1nc2ccccc2nc1-[n+]1ccc(Cc2ccccc2)cc1)c1ccc(Br)s1	0.74	26	18	13	41	17	1	0.83	18
CCOc1ncccc1C(=O)OCC(=O)c1ccc[nH]1	1.1	-7	7	-9	3	-6	1	1.1	1
CCN(C(=O)COC(=O)/C=C/c1cccc([N+](=O)[O-])c1)c1c(N)n(Cc2ccccc2)c(=O)[nH]c1=O	1.1	-14	14	-10	10	-23	4	1.2	12
O=C(Nc1ccccc1)/C(=C\c1cccs1)NC(=O)c1ccccc1	1	-5	-15	6	-1	-8	-14	1.1	3
Cc1cc(C(=O)N/N=C/c2cc(Cl)cc([N+](=O)[O-])c2O)c2ccccc2n1	1.2	-22	16	26	21	33	9	0.67	17
Cc1ccc(N=Nc2c(C)[nH][nH]c2=O)c(C)c1	1.1	-5	36	0	12	11	-4	0.89	10
Cc1nc(SCC(N)=O)[nH]c(=O)c1CCC(C)C	0.9	10	2	-6	7	-3	9	1	-8
CCc1ccc2nc3c(c(C(=O)O)c2c1)CCC3	1	-5	3	-1	2	4	7	0.96	-1
COc1ccccc1NS(=O)(=O)c1cc(NC(=O)C2CCCC2)ccc1N1CCOCC1	1.2	-19	13	-15	2	-10	12	1.1	3
Cc1noc(C)c1COc1ccc(C(=O)OC(C)C(=O)Nc2ccc(N3CCOCC3)cc2)cc1 (stereo not given)	0.94	6	15	-8	-3	-2	15	1	12
Cc1ccc(OCC(=O)N2CCN(C(=O)c3ccncc3)CC2)cc1	1.1	-7	-10	-2	15	-2	2	1	-1
CN1CCN(CCCNc2c(C=O)c(=O)[nH]c3ccccc23)CC1	1	0	-11	-4	12	-1	-15	1	7
Fc1ccc(-c2nc3c(Cl)cc(C(F)(F)F)cn3c2Cl)cc1	1.1	-10	6	-10	14	11	4	0.89	-29
O=C(CC1NCCN(Cc2ccccc2)C1=O)Nc1ccccc1 (stereo not given)	1.1	-7	-12	4	17	0	-11	1	2
CC(Sc1nnnn1C1CCCC1)C(=O)Nc1cccc(S(=O)(=O)N2CCOCC2)c1 (stereo not given)	1.1	-6	6	-10	7	-13	-2	1.1	3

The last 3 records of the part above lead into the next.
SMILES	hIAP act	hIAP inh	tim10-1 inh	ATG4B inh	NLRP3 yeast inh	mIAP inh	TIM10 inh	mIAP activ	Apaf-1 inh
Fc1ccc(-c2nc3c(Cl)cc(C(F)(F)F)cn3c2Cl)cc1	1.1	-10	6	-10	14	11	4	0.89	-29
O=C(CC1NCCN(Cc2ccccc2)C1=O)Nc1ccccc1 (stereo not given)	1.1	-7	-12	4	17	0	-11	1	2
CC(Sc1nnnn1C1CCCC1)C(=O)Nc1cccc(S(=O)(=O)N2CCOCC2)c1 (stereo not given)	1.1	-6	6	-10	7	-13	-2	1.1	3
Cc1ccccc1NC(=O)C1CCN(c2cnccn2)CC1	1.1	-5	4	-2	3	6	-5	0.94	2
COc1cc(C(=O)NCCc2ccccc2)ccc1OCC(=O)N1CCOCC1	0.98	2	-3	-8	11	-7	10	1.1	-8
CNC(=O)C1=C(C)Nc2nc3ccccc3n2C1c1cccc(OC)c1 (stereo not given)	1	0	13	-8	-3	-12	-7	1.1	-5
CC(NC(=O)CCSCc1ccccc1F)c1ccccc1 (stereo not given)	0.91	9	8	2	13	-11	-7	1.1	10
O=C(c1ccc2ccccc2c1)N1CCOCC1	1	-5	4	20	5	0	-5	1	-1
O=S(=O)(Nc1cccc(-c2ccc(N3CCCCCC3)nn2)c1)c1ccc(F)cc1	1	-2	7	-6	15	7	-1	0.93	15
COc1ccc(-n2cnnc2SCC(=O)Nc2cccnc2Cl)cc1	1.1	-11	1	1	-1	2	12	0.98	-6
COc1ccc(NC(=O)CCCC(=O)c2ccccc2)cc1	0.99	1	3	-5	18	-13	-25	1.1	3
CCOc1[nH]n(-c2ccccc2)c(=O)c1C=Nc1ccccc1	1.4	-37	2	9	27	2	-15	0.98	4
CCOC(=O)c1c(C)[nH]c(C(=O)OCc2c(C)noc2C)c1C	1.1	-5	-59	-8	20	7	-7	0.93	0
Cc1cc(C)cc(N(CC(=O)Nc2ccccc2)C2=NC3CS(=O)(=O)CC3S2)c1 (stereo not given)	1.1	-11	9	-4	4	-4	0	1	1
Cc1ccc(N(C(=O)c2ccc3c(c2)OCO3)C2C=CS(=O)(=O)C2)cc1 (stereo not given)	1.1	-14	-5	-9	4	-12	-6	1.1	2
CC(C)CC1c2[nH]c3ccccc3c2CCN1C(=O)c1cnccn1 (stereo not given)	0.93	7	8	0	22	10	-5	0.9	10
CC(=O)OCc1nc2sc(C)c(C)c2c(=O)[nH]1	1	-4	11	-10	19	5	-7	0.95	2
Cc1ccsc1C(=O)OCC(=O)N1CC(C)CC(C)C1 (stereo not given)	0.85	15	0	4	6	9	-7	0.91	1
c1ccc(Nc2nc(NCc3ccco3)c3ccccc3n2)cc1	0.93	7	-44	-1	34	-1	-2	1	16
CCOC(=O)c1c(NC(=O)c2nn(CC)cc2Br)sc(C)c1C	1	0	23	-4	13	7	15	0.93	10
CC(=O)c1ccc(NS(=O)(=O)c2ccc(-c3cnc(C4CC4)o3)cc2)cc1	0.88	12	11	-2	0	-9	6	1.1	4
CCN(C(=O)c1cc2cc(OC)ccc2oc1=O)c1ccccc1	0.9	10	26	-7	22	6	17	0.94	-4
CCCCN(C(=O)c1ccc(S(=O)(=O)N(C)C)cc1)c1nc2ccccc2s1	1.6	-65	-3	-3	13	18	-12	0.82	-1

Record cards, as listed above. Order of values: hIAP act	hIAP inh	tim10-1 inh	ATG4B inh	NLRP3 yeast inh	mIAP inh	TIM10 inh	mIAP activ	Apaf-1 inh
CC(=O)c1ccc(NS(=O)(=O)c2ccc(-c3cnc(C4CC4)o3)cc2)cc1 in the list: 0.88	12	11	-2	0	-9	6	1.1	4
Cc1ccccc1NC(=O)C1CCN(c2cnccn2)CC1 in the list: 1.1	-5	4	-2	3	6	-5	0.94	2

(continued)
SMILES	hIAP act	hIAP inh	tim10-1 inh	ATG4B inh	NLRP3 yeast inh	mIAP inh	TIM10 inh	mIAP activ	Apaf-1 inh
O=S(=O)(NCc1csc(-c2cccnc2)n1)c1ccc(F)cc1	0.73	27	4	12	7	8	-1	0.92	1
O=C(N=Nc1c(O)[nH]c2ccc(Br)cc12)c1cc(-c2cccc3ccccc23)n[nH]1	1.4	-41	27	7	-2	9	18	0.91	2
CCC(=O)NC(=S)Nc1c(C)cc(Br)cc1C	1.1	-7	19	-7	15	8	-11	0.92	-4
Cc1noc(C)c1-c1csc(N2CCC(C(N)=O)CC2)n1	0.81	19	15	2	-7	16	-4	0.84	12
Cc1ccc(NC(CC(=O)c2ccccc2)c2ccc(F)cc2)cc1 (stereo not given)	0.87	13	16	4	1	14	10	0.86	-5
COc1ccc(N2CCN(C(c3cccs3)C(C)NC(=O)c3ccc4c(c3)OCO4)CC2)cc1 (stereo not given)	1.1	-10	24	9	12	-5	22	1.1	0
Cc1ccc(NC(=O)Nc2cc(C)on2)cc1	0.95	5	0	-5	13	-4	3	1	0
O=C(CN1C(=O)c2ccccc2S1(=O)=O)NC1CCCCC1	0.96	4	8	9	12	-10	-12	1.1	-4
Cc1ccc(Cn2ncc3c(NCCCN(C)C)ncnc32)cc1	0.99	1	-9	-5	13	1	2	0.99	3
Cc1nc2nc(SCC(=O)O)nn2c(C)c1Cc1c(F)cccc1Cl	0.92	8	11	-3	10	-7	6	1.1	5
CC(=O)Nc1ccc(S(=O)(=O)NC(C)C(=O)NCC(c2ccco2)N2CCCCC2)cc1 (stereo not given)	1.1	-14	-13	0	2	6	5	0.94	-13
CCOC(=O)C(C)Oc1ccc(C2NC(=O)NC(C)=C2C(C)=O)cc1Br (stereo not given)	1	-3	17	4	4	0	14	1	-2
CC(C)C(=O)Nc1nc2ccc(S(C)(=O)=O)cc2s1	0.81	18	19	2	-1	10	16	0.9	-10
Fc1cc(NCc2ccccc2)nc(NCc2ccccc2)n1	0.97	3	3	38	-9	-22	-1	1.2	16
CSc1ccc(S(=O)(=O)NCC(=O)OCC(=O)N(Cc2ccccc2)C(C)C)cc1[N+](=O)[O-]	0.97	3	-9	3	11	4	6	0.96	21
COc1cccc(C(=O)NCC(=O)N/N=C(\C)Cc2ccccc2)c1	1.2	-16	16	-10	7	7	-5	0.93	-8
O=[N+]([O-])c1cc(C(F)(F)F)cc([N+](=O)[O-])c1N1CCN(S(=O)(=O)c2ccccc2)CC1	1	-1	16	-6	29	14	35	0.86	15
CC(C)[C@@H](C(=O)OCC(=O)Nc1ccc2c(c1)OCO2)N1C(=O)c2ccccc2C1=O	0.86	14	13	-18	3	-10	28	1.1	25
O=C(CN1C(=O)/C(=C\c2ccccc2F)SC1=S)Nc1nc2ccccc2s1	0.84	16	27	2	9	26	20	0.74	-2
COc1cccc(NC(=O)C(NCC(C)(C)CN(C)C)c2ccccc2)c1 (stereo not given)	1.1	-9	8	5	6	1	-5	0.99	3
COc1ccc([N+](=O)[O-])cc1NC(=O)CCN1CCOCC1	0.87	13	5	0	8	1	-4	0.99	4
COc1cc(SC)ccc1C(=O)NC1CCCCC1	0.95	4	7	-17	20	1	-18	0.99	12
c1cc(C2OCCN2CC2COC3(CCCC3)O2)ccn1 (stereo not given)	0.94	6	0	-3	12	4	2	0.95	-29
COc1ccc(CCC(C)N2CCC(CO)(Cc3ccccc3)CC2)cc1 (stereo not given)	1.2	-19	14	8	20	0	12	1	8
COc1ccccc1C(=O)N1CCC(N2CCN(c3ccccc3)CC2)CC1	0.92	8	-9	-6	2	0	3	1	-25
COc1ccc(NC(=O)c2cc(S(=O)(=O)NCC3COc4ccccc4O3)ccc2F)cc1 (stereo not given)	1	0	35	-10	10	-2	31	1	9
COc1cccc(C(=O)Nc2ccc(S(=O)(=O)Nc3nccc(C)n3)cc2)c1	0.98	2	-7	0	11	0	-18	1	-4
O=[N+]([O-])c1cccc(CN2CCN(S(=O)(=O)Cc3ccccc3)CC2)c1	1.1	-5	8	6	18	6	12	0.94	-3
Cc1ccc(NC(=O)/C=C/C(=O)O)c(NC(=O)c2ccccc2)c1	0.82	18	-9	6	16	-10	-11	1.1	-8
Cc1csc(NC(=O)c2cc(-c3ccccc3)nc3ccccc23)n1	1	-4	19	7	6	-4	29	1	10
C[C@@H]1O[C@@H](Oc2c(-c3ccc(O)c(O)c3)oc3cc(O)cc(O)c3c2=O)[C@H](O)[C@H](O)[C@H]1O	0.64	36*	9	6&8	13	37	5	0.63	-2
CC1=NN(c2ccc([N+](=O)[O-])cc2)C(=O)/C1=C\N(C)C	0.86	14	34	-7	18	15	13	0.85	6

Compound activity (PubChem BioAssay)
